Screening results (PubChem)
ALOX12 inh = blocks human arachidonate 12S-lipoxygenase; Potency, µM (doses to about 108 µM), inactives show at the top dose activity change, negative = inhibition, hits mostly inhibitors; AID 1671190; P18054; 580,000 tested, 1.1% active; purified 12hLO, xylenol orange hydroperoxide absorbance
Target sequence (P18054 whole entry, looked up): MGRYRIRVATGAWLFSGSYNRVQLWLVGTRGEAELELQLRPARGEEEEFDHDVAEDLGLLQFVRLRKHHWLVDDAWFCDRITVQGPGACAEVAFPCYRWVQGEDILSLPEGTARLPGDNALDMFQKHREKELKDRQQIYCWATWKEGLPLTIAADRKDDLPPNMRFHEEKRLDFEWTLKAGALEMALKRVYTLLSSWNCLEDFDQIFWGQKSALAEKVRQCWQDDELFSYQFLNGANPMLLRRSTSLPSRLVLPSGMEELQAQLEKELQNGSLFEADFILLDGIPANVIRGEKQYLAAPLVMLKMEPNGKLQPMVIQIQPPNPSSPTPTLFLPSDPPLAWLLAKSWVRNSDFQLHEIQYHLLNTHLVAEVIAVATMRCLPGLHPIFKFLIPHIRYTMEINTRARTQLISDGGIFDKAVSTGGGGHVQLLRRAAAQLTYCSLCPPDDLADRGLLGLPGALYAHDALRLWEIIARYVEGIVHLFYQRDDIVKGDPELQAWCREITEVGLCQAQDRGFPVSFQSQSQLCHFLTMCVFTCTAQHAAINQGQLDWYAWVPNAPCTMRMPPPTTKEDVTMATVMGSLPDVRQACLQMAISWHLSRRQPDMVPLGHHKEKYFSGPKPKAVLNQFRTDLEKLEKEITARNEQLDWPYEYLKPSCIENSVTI
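Purified human 12hLO at 150 nM in 25 mM Hepes, 0.01% Triton X-100, pH 7.0, preincubated 15 min at room temperature with compound. Reaction started with 40 uM arachidonic acid, 30 min at room temperature. Hydroperoxide measured by Fe-xylenol orange, 573/405 nm absorbance ratio.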
APE1 inh = inhibitors of human APE1 endonuclease; P27695; recombinant APE1, TAMRA/BHQ-2 abasic DNA cleavage fluorescence; Potency, µM (top dose mostly 65.8 µM), inactives show top-dose activity change, negative = inhibition, actives largely listed as inhibitors; 350,000 tested, 0.35% active;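 further: plate controls were vehicle for no effect and reference inhibitor for full effect; nearly all actives have a fitted effect of over 55% in size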
Target sequence (P27695 whole entry, looked up): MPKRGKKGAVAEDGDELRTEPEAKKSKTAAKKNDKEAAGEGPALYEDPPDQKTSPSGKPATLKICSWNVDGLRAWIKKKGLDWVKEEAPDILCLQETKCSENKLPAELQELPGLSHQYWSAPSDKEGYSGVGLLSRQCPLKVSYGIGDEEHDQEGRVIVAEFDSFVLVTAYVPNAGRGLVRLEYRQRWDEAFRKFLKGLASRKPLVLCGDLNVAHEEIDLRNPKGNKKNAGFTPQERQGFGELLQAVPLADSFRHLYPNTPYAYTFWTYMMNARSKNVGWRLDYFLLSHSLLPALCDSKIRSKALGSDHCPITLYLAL
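APE1 at 0.75 nM preincubated 15 min at room temperature with compound. Reaction then started with 50 nM double-stranded THF-abasic substrate labelled with TAMRA/BHQ-2, and 525/598 nm fluorescence read kinetically. Activity taken as third-minus-first read difference, normalized to DMSO and NSC13755 controls.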
Apoferritin bind = candidate novel general anesthetic via apoferritin binding; P02791; apoferritin/1-aminoanthracene competitive binding, fluorescence; Potency, µM (titrated, usually from 77.5 µM), inactives show at the top dose activity change, negative = displacement, actives largely listed as inhibitors; 350,000 tested, 0.074% active; AID 485281; further: nearly all actives have a fitted effect of over 20% in size
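Horse-spleen apoferritin (10 uM) was mixed with 50% saturated 1-aminoanthracene in PBS, exposed to compounds for 10 min at room temperature, and read for fluorescence (ex 380 nm, em 535 nm). Competitive displacement was fitted with a four-parameter Hill equation.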
Pol kappa inh = DNA polymerase kappa (human) inhibition | Q9UBT6 | purified Pol kappa, fluorescent DNA synthesis assay, 10 min | Potency, µM (highest dose often 107 µM), inactives show at the top dose activity, negative = inhibition, usual class: inhibitors | 400,000 tested, 0.53% active
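10 nM Pol kappa was preincubated with compounds for 15 min at room temperature. Reaction started with 50 nM (final) substrate. Fluorescence read kinetically at 0 and 10 min.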
The depositor's hits bear a star; ? = inconclusive; . = not tested or not shown; [ ] = another dose, or the depositor's remark. The call rests on the fitted dose curve; in most records, active means well fitted curve in the direction sought with a large enough effect; inconclusive means small, poorly fitted or top-dose-only effect, or another doubt; inactive means no such curve, though single readings can be large; an effect the other way counts as inactive or inconclusive. Unless noted, on the % scale 0 is the no-effect control and ±100 the full control effect; potency means the concentration at half of the fitted maximal effect.

canonical_smiles	Apoferritin bind	Pol kappa inh	APE1 inh	ALOX12 inh
CC(=O)Oc1ccc2c(c1)CC[C@@H]1[C@@H]2CC[C@]2(C)[C@@H](O)CC[C@@H]12	.	.	13%	.
C/C=C/C=N/NC(=O)c1ccncc1	.	-3%[19.4 µM]	.	.
CCCC(=O)O[C@]1(C(=O)COC(C)=O)CC[C@H]2C3C[C@H](F)C4=CC(=O)C=CC4(C)[C@@]3(F)[C@@H](O)CC21C (stereo partly drawn)	.	0%[19.4 µM]	.	.
CC(=O)O[C@@]12CO[C@@H]1C[C@H](O)[C@@]1(C)C(=O)[C@H](O)C3=C(C)[C@@H](OC(=O)C(O)[C@@H](NC(=O)OC(C)(C)C)c4ccccc4)C[C@@](O)([C@@H](OC(=O)c4ccccc4)[C@H]21)C3(C)C (stereo partly drawn)	.	-3%[19.4 µM]	.	.
CC(=O)N1CC(O)CC1C(=O)O (stereo not drawn)	.	11%[19.4 µM]	.	.
CCCOC(C(=O)OC1CCN(C)CC1)(c1ccccc1)c1ccccc1	.	0%[19.4 µM]	.	.
CO/N=C(/C(=O)N[C@@H]1C(=O)N2C(C(=O)O)=C(C[n+]3ccc(N)n3CCO)CS[C@H]12)c1csc(N)n1	.	4%[19.4 µM]	.	.
COc1cc([C@@H]2Oc3cc([C@H]4Oc5cc(O)cc(O)c5C(=O)[C@H]4O)ccc3O[C@H]2CO)ccc1O	.	?	?	.
CC1CCC(C(C)C)C(=O)C1 (stereo not drawn)	-1%	1%[60.1 µM]	.	.
COc1ccccc1OC[C@H](O)COC(N)=O	-5%[29.3 µM]	3%[19.4 µM]	.	.
CCC(=O)O[C@@]1(C(=O)SCF)[C@@H](C)C[C@H]2[C@@H]3C[C@@H](F)C4=CC(=O)C=C[C@@]4(C)[C@]3(F)[C@@H](O)C[C@]21C	-11%[29.3 µM]	2%[19.4 µM]	.	.
CC[C@@]1(O)CC2CN(CCc3c([nH]c4ccccc34)[C@](C(=O)OC)(c3cc4c(cc3OC)N(C)C3[C@@](O)(C(=O)OC)C(OC(C)=O)[C@]5(CC)C=CCN6CC[C@@]43C65)C2)C1 (stereo partly drawn)	7%	-13%[60.1 µM]	.	.
CC1OC(OCC2OC(Oc3cc(O)c4c(c3)OC(c3ccc(O)cc3)CC4=O)C(O)C(O)C2O)C(O)C(O)C1O (stereo not drawn)	5%	-12%[12 µM]	14%	.
C#C[C@@]1(O)CCC2C3CCC4=CC(=O)CCC4C3CC[C@@]21CC (stereo partly drawn)	1%	-13%[60.1 µM]	0%	.
CCCCC(=O)O[C@]1(C(=O)CO)[C@H](C)C[C@H]2[C@@H]3CCC4=CC(=O)C=C[C@]4(C)[C@@]3(F)[C@@H](O)C[C@@]21C	?	1%[19.4 µM]	-3%	.
CC1CC2C3CC(F)C4=CC(=O)C=C[C@@]4(C)[C@@]3(F)C(O)C[C@]2(C)[C@]1(O)C(=O)COC(=O)C(C)(C)C (stereo partly drawn)	-20%	-2%[60.1 µM]	0%	.
COc1ccc(-c2cc(=O)c3c(O)c(OC)c(OC)c(OC)c3o2)cc1OC	-8%	-13%[60.1 µM]	-3%	.
CC1(C)OC2CC3C4CC(F)C5=CC(=O)C=C[C@@]5(C)[C@@]4(F)C(O)C[C@@]3(C)[C@]2(C(=O)CO)O1 (stereo partly drawn)	-2%	-4%[60.1 µM]	0%	.
O=P(O)(O)OC(CO)CO	4%	6%[60.1 µM]	17%	.
CC1c2cccc(O)c2C(O)=C2C(=O)[C@]3(O)C(O)=C(C(N)=O)C(=O)C(N(C)C)C3C(O)C21 (stereo partly drawn)	-1%	-8%[60.1 µM]	-2%	.

canonical_smiles	Apoferritin bind	Pol kappa inh	APE1 inh	ALOX12 inh
COc1ccc(-c2cc(=O)c3c(OC)c(OC)c(OC)cc3o2)cc1OC	2%	20%[60.1 µM]	1%	.
COc1ccc(OC)c(S(=O)(=O)N2CCC([C@H]3[C@@H](OC)C(=O)N3C(C)C)CC2)c1	.	.	.	?
CC(C)(C)c1nnc(NS(=O)(=O)c2ccccc2)s1	.	.	.	-3%[22.9 µM]
CCOC(=O)CN1CCCC1=O	.	.	.	-8%[22.9 µM]
O=C(O)CCCC[P+](c1ccccc1)(c1ccccc1)c1ccccc1	.	.	.	-9%[22.9 µM]
CN[C@@H]1C[C@H]2O[C@@](C)([C@H]1OC)n1c3ccccc3c3c4c(c5c6ccccc6n2c5c31)C(=O)N[C@H]4O	.	.	.	?
O=C(Nc1ccccc1Br)N[C@@H]1CCN(c2ccc(C(F)(F)F)cn2)C1	.	.	.	31%[activator][57.4 µM]
C=CCNc1nc(NCC=C)nc(N2CCN(C(c3ccc(F)cc3)c3ccc(F)cc3)CC2)n1	.	.	.	?
CCc1cncnc1N1CCN(Cc2nc3ccc(C(F)(F)F)cc3[nH]2)CC1	.	.	.	17%[57.4 µM]
C/C(=N\O)c1ccc(OCC(=O)N2CCCCC2)cc1	.	.	.	-7%[22.9 µM]
COc1cc(Nc2ncc3c(n2)-c2ccc(Cl)cc2C(c2c(F)cccc2OC)=NC3)ccc1C(=O)O	.	.	.	-13%[57.4 µM]
CNC(=O)c1ccccc1Nc1nc(Nc2ccc(N3CCOCC3)cc2OC)ncc1Cl	.	.	.	?
c1cncc(CN2CCC(n3ncc4c(N5CCOCC5)nc(-c5ccc6[nH]ccc6c5)nc43)CC2)c1	.	.	.	17%[57.4 µM]
Cc1[nH]nc2ccc(-c3cncc(OC[C@@H](N)Cc4ccccc4)c3)cc12	.	.	.	7.7µM*
C[C@@H](N)c1ccc(C(=O)Nc2ccnc3[nH]ccc23)cc1	.	.	.	-56%[57.4 µM]
O=C(NC[C@H](O)CO)c1ccncc1Nc1ccc(I)cc1F	.	.	.	-15%[57.4 µM]
CCc1nc(-c2cccc(C)c2)c(-c2ccnc(NC(=O)c3ccccc3)c2)s1	.	.	.	-22%[57.4 µM]
OC1CCC(Nc2ncc3nc(Nc4c(F)cc(F)cc4F)n([C@@H]4CCOC4)c3n2)CC1 (stereo partly drawn)	.	.	.	-12%[57.4 µM]
CC(C)c1cnn2c(NCc3ccccc3)cc(N[C@@H](CO)[C@H](O)CO)nc12	.	.	.	-1%[57.4 µM]
C#CCC(Cc1cnc2nc(N)nc(N)c2n1)c1ccc(C(=O)N[C@@H](CCC(=O)O)C(=O)O)cc1 (stereo partly drawn)	.	.	.	2%[57.4 µM]

canonical_smiles	Apoferritin bind	Pol kappa inh	APE1 inh	ALOX12 inh
CCCNC(=O)N(C1CCOCC1)C1CCN(S(=O)(=O)c2ccc(C)cc2C)CC1	.	.	.	20%
CCNC(=O)Nc1ccc(-c2nc3c(c(N4CCOC[C@H]4C)n2)CCN(C2COC2)C3)cc1	.	.	.	-24%[57.4 µM]
CCN1CCN(Cc2ccc(-c3cc4c(N[C@H](C)c5ccccc5)ncnc4[nH]3)cc2)CC1	.	.	.	-9%[57.4 µM]
Cc1c(F)cc2c(=O)c(C(=O)O)cn3c2c1CCC3C (stereo not drawn)	.	.	.	-23%[22.9 µM]
CC[C@@H]1C(=O)N(C)c2cnc(Nc3ccc(C(=O)NC4CCC(N5CCN(CC6CC6)CC5)CC4)cc3OC)nc2N1C(C)C (stereo partly drawn)	.	.	.	8%[57.4 µM]
COCCN1C(=O)CC[C@]2(C(=O)NCc3ccc(OC)cc3OC)CCCC[C@@H]12	.	.	.	0%
COc1cc(NC(=O)c2ccc(-c3ccc(Cl)cc3)o2)cc(OC)c1	.	.	.	-9%[57.4 µM]
C=CCOc1cc(Cl)ccc1C(=O)NCCN(CC)CC	.	.	.	-6%[22.9 µM]
CCCN(CC1CCOC1)C(=O)Nc1cc(C)ccc1C (stereo not drawn)	.	.	.	34%[activator]
CCNC(=O)Nc1ccc(Oc2ncnc(N)c2C=NOC)cc1Cl	.	.	.	-5%[57.4 µM]
COC(=O)c1ccc2c(C(=Nc3ccc(N(C)C(=O)CN4CCN(C)CC4)cc3)c3ccccc3)c(O)[nH]c2c1	.	.	.	-1%[57.4 µM]
Cc1ccc(Nc2cc(-c3cccc(N4C(=O)c5ccccc5C4=O)c3)ncn2)cc1NS(C)(=O)=O	.	.	.	?
C=C1C[C@@]2(O)O[C@@]3(C[C@H]2C(C)C)[C@H](C)CC[C@H]13	.	.	.	?
O=C(O)c1ccc2c(c1)nc(Nc1cccc(Cl)c1)c1ccncc12	.	.	.	0%[57.4 µM]
COc1cc([C@H]2Oc3cc([C@H]4Oc5cc(O)cc(O)c5C(=O)[C@H]4O)ccc3O[C@H]2CO)ccc1O	.	.	.	?
CN[C@@H]1CN(c2ccc3c(=O)c(C(=O)O)cn(-c4nccs4)c3n2)C[C@@H]1OC	.	.	.	?
COc1ccc(S(=O)(=O)N2c3ccc(Cl)cc3[C@@](O)(c3ccccc3Cl)[C@H]2C(=O)N2CCC[C@@H]2C(N)=O)cc1OC	.	.	.	-7%[22.9 µM]
Cc1cc2c(cc1CC(=O)c1sccc1S(=O)(=O)Nc1onc(C)c1Cl)OCO2	.	.	.	?
COC1CCC12CCN(C(=O)c1sc(C)nc1C)CC2 (stereo not drawn)	.	.	.	33%[activator]
CC(=O)c1c(C)c2cnc(Nc3ccc(N4CCNCC4)cn3)nc2n(C2CCCC2)c1=O	.	.	.	-16%[57.4 µM]

The closing 3 records of the part above open the next one:
canonical_smiles	Apoferritin bind	Pol kappa inh	APE1 inh	ALOX12 inh
Cc1cc2c(cc1CC(=O)c1sccc1S(=O)(=O)Nc1onc(C)c1Cl)OCO2	.	.	.	?
COC1CCC12CCN(C(=O)c1sc(C)nc1C)CC2 (stereo not drawn)	.	.	.	33%[activator]
CC(=O)c1c(C)c2cnc(Nc3ccc(N4CCNCC4)cn3)nc2n(C2CCCC2)c1=O	.	.	.	-16%[57.4 µM]
CC(C)n1nc(-c2ccc3oc(N)nc3c2)c2c(N)ncnc21	.	.	.	0%[57.4 µM]
O=C(NN1CCCC1)NS(=O)(=O)c1ccc(Cl)cc1	.	.	.	?
COc1ccccc1-c1noc(-c2nnn3c2COC(c2ccc(C)cc2C)C3)n1 (stereo not drawn)	.	.	.	4%
O=C(O)C1(Cc2cccc(Nc3nccs3)n2)CCC(Oc2cccc(Cl)c2F)CC1 (stereo not drawn)	.	.	.	-22%[57.4 µM]
CC(C)OP(=O)(CP(=O)(OC(C)C)OC(C)C)OC(C)C	.	.	.	-3%[22.9 µM]
CCCC(=O)NC1CCN(c2ccccc2)C1=O (stereo not drawn)	.	.	.	6%
Cc1ccc(NC(=O)Nc2cc(C(F)(F)F)ccc2F)cc1Nc1ccc2c(c1)NC(=O)C2=Cc1ccc[nH]1	.	.	.	-17%[57.4 µM]
C=C(C)[C@@H]1CC[C@@H](C)C[C@@H]1O	.	.	.	15%[176 µM]
COC(=O)N1CCN(Cc2cccc(NC(=O)Nc3ccc(C)nc3)c2F)CC1	.	.	.	8%[57.4 µM]
COCCOCc1nc(C2CCCN2C(=O)c2cccs2)no1 (stereo not drawn)	.	.	.	42%[activator]
O=C(O)Cn1nnc(-c2cc(N3CCC(Oc4cc(F)ccc4Br)CC3)no2)n1	.	.	.	-7%[57.4 µM]
CN(C)C(=O)[C@H](O)[C@H](Cc1ccccc1)NC(=O)c1cc2cc(Cl)ccc2[nH]1	.	.	.	-15%[57.4 µM]
CCC(=O)O[C@]1(C(=O)SCF)[C@H](C)C[C@H]2[C@@H]3C[C@H](F)C4=CC(=O)C=C[C@]4(C)[C@@]3(F)[C@@H](O)C[C@@]21C	.	.	3%[21 µM]	?
Oc1cc2c(cc1O)[C@@H]1c3ccc(O)c(O)c3OC[C@]1(O)C2	.	.	3.2µM*	?
CC(C)[C@@H]1CC[C@@H](C)CC1=O	.	.	1%	8%[176 µM]
OCc1ccccn1	.	-3%[19.4 µM]	.	-16%[22.9 µM]

This is a subset. The share of hits here may be higher or lower than overall.
